Bcl-XL Bim block: human Bim-Bcl-XL interaction inhibition | Q07817 | Bim peptide-Bcl-XL binding, bead flow cytometry, fluorescence | AID 1007 | inhibition, % at 10 µM | actives 0.04% (n = 190,000)
Bcl-B Bim block: disrupts Bim peptide binding to human Bcl-B. AID 951. actives 0.073% (n = 190,000). Q9HD36. inhibition, % at 10 µM. bead-based flow cytometry;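 note: 0% = tracer peptide without compound and 100% = reference inhibitor peptide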
Target sequence (Q9HD36 whole entry, looked up): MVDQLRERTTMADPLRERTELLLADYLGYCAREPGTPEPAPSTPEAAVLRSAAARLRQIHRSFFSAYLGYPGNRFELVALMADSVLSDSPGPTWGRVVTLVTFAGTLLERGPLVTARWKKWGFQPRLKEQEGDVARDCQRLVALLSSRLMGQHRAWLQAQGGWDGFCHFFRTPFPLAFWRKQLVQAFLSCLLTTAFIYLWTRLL
Bim-Bcl-W: inhibitors of Bim-Bcl-W interaction, human; bead-based flow cytometry, Bim peptide-Bcl-W binding; actives 0.02% (n = 190,000); Q92843; inhibition, % at 10 µM;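 note: 0% = bound tracer without compound and 100% = peptide blocker; higher means less fluorescent Bim peptide bound to Bcl-W beads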
Target sequence (Q92843 whole entry, looked up): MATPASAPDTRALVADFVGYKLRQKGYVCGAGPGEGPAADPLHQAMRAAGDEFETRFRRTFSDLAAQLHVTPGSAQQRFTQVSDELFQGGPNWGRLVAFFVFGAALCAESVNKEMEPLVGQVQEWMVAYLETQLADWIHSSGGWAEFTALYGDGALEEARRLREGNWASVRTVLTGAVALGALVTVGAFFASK
RGS7-Gao reg: human RGS7-Galphao interaction regulation. P09471. Multiplexed bead flow cytometry, RGS7-Galphao binding; actives lie on both sides. binding response (% of control), % at 10 µM. actives 0.35% (n = 220,000); in the data active = binding response below about 49% or above about 150%; inconclusive = no clear call, values can overlap the other calls; inactive = in between;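 note: fluorescent Galphao held in activated GDP-AlF4 state binding bead-coupled RGS7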
Bim-Bcl-2: inhibitors of Bim-Bcl-2 interaction, human; P10415; AID 950; inhibition, % at 10 µM; Bead-based flow cytometry, Bim peptide-Bcl-2 binding; actives 0.06% (n = 190,000); in the data active = inhibition above about 40%; inconclusive = no clear call, values can overlap the other calls;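 note: 0% = no compound wells with probe peptide and 100% = reference peptide inhibitor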
RGS4-Gao reg: human RGS4-Galphao interaction regulation; P09471; Multiplexed bead flow cytometry, RGS4-Galphao binding; actives lie on both sides; binding response (% of control), % at 10 µM; actives 0.33% (n = 220,000); in the data active = binding response below about 49% or above about 150%; inactive = in between;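 note: fluorescent Galphao activated with aluminum fluoride binding bead-coupled RGS4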
ABCG2 block: human ABCG2 inhibition, ABCB1 as counter-screen | Q9UNQ0 | IgMXP3 cells, JC-1 efflux, flow cytometry | inhibition, % at 6.6 µM | actives 0.1% (n = 190,000);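 active = inhibition above 80%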;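 note: 0% = DMSO and 100% = nicardipine control wells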
Target sequence (Q9UNQ0 whole entry, looked up): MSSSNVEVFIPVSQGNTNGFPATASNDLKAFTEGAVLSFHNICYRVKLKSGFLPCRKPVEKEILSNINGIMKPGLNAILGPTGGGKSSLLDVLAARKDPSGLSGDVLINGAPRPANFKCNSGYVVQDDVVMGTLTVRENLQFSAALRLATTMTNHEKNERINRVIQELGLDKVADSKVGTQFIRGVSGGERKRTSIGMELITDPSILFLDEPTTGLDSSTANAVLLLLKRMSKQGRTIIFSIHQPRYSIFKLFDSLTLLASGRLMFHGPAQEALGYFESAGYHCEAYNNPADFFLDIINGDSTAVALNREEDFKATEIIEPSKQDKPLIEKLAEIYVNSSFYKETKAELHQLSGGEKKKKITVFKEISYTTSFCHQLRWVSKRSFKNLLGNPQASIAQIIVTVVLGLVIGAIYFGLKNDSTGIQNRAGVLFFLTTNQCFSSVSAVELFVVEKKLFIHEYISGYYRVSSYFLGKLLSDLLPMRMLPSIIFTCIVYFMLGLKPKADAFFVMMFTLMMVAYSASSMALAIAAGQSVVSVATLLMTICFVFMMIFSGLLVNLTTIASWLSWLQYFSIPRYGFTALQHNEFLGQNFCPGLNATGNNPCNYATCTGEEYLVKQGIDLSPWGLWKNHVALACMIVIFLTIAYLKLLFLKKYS
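test system = two drug-resistant human cell lines, ABCG2 and ABCB1 | amount = 3 million cells/mL final, two lines in 1:1 ratio | reagent = JC-1 transporter substrate | doses = one concentration, 6.6 µM final | incubation = 10 min at 25 °C | signal = flow cytometric JC-1 green MFI at 530 nm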
Bfl-1 Bim block: inhibitors of Bim-Bfl-1 interaction, human; actives 0.12% (n = 190,000); Bead-based flow cytometry, Bim-Bfl-1 binding inhibition; AID 1008; inhibition, % at 10 µM;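 note: 0% = wells without compound plus tracer and 100% = blocker peptide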
Avidin bead fluor: avidin bead compound fluorescence profile. AID 1775. actives 0.38% (n = 220,000). Avidin beads, compound fluorescence 488/530 nm, flow cytometry; stronger effect = higher value. fluorescence (KMESF) at 10 µM; in the data active = fluorescence above about 47; note: inactives centre near 10
ABCB1 block: blocks JC-1 efflux by human ABCB1 transporter. actives 0.067% (n = 190,000). inhibition, % at 6.6 µM. P08183. CCRF-Adr cells, flow cytometry; in the data active = inhibition above about 40%;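 note: 0% = vehicle and 100% = reference inhibitor; higher value means more JC-1 retained so stronger ABCB1 efflux block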
GSH fluor: compound fluoresces at 488/530 nm on GSH beads; GSH beads flow cytometry, compound fluorescence 488/530 nm; stronger effect = higher value; fluorescence (KMESF) at 10 µM; actives 0.25% (n = 190,000); in the data active = fluorescence above about 89;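 note: glutathione beads carrying GST-tagged Bcl family fusion proteins plus one bare bead set; values are compound well signal with DMSO vehicle wells as background; inactives centre near 16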
* marks the source's active call; other numbers are inactive results; ? = inconclusive; . = no result given. Cut-off read from the data, not from the text of the source, unless noted: active = inhibition above about 40%. Not a hit list (roughly 1.3% active in at least one column).

SMILES	Bcl-XL Bim block	Bcl-B Bim block	Bim-Bcl-W	RGS7-Gao reg	Bim-Bcl-2	RGS4-Gao reg	ABCG2 block	Bfl-1 Bim block	Avidin bead fluor	ABCB1 block	GSH fluor
CCOc1ccccc1NC(=O)Cn1cnc2c(cnn2-c2ccc(C)c(C)c2)c1=O	-10	-8	-7	101	-7	104	19	-5	12	1.2	34
CCOc1cccc(N2C(=O)CC(n3cnc4ccccc43)C2=O)c1 (stereo not given)	-11	1	0	90	1	93	1	4	10	0.5	36
COc1cc(C(=S)N2CCOCC2)ccc1O	-9	-17	-3	102	-10	92	1	-9	9	-0.1	55
OC(C#CCN1CCOCC1)(c1ccccc1)C1CCCCC1 (stereo not given)	1	0	0	96	-1	96	3	-1	34	1.1	8
CCSc1nnc(-c2ccc(S(=O)(=O)N3CCOCC3)cc2)n1CC1CCCO1 (stereo not given)	0	-2	3	102	-1	104	0	0	11	-0.1	12
O=C(/C=C/c1ccc(Cl)cc1)NC(=S)Nc1ccc(CN2CCOCC2)cc1	-12	-11	-15	101	-2	102	9	-5	0	1.0	17
COC(=O)C(C)N=Cc1ccccc1 (stereo not given)	-3	0	1	109	4	105	2	-2	27	0.6	22
Cc1cc(C)n(-c2c(F)c(F)c(CN3CCCCC3)c(F)c2F)n1	1	1	-2	102	0	103	1	-1	18	0.4	22
O=C1CCCC(O)=C1C(C#Cc1ccccc1)C1=C(O)CCCC1=O	1	1	8	97	-1	101	-1	4	8	-0.4	6
CC(=O)c1cc(-c2ccccc2)n(CCC(=O)NCc2cccs2)c1C	-7	-6	0	99	-12	96	4	-12	10	1.0	32
O=C(CNC(=O)c1ccccc1)N/N=C/c1ccccc1Cl	-14	-1	-11	105	-4	103	1	-3	26	0.2	9
Cc1c(C(=O)O)nn(-c2ccccc2)c(=O)c1C#N	-3	-2	1	98	-7	100	0	-6	8	-0.8	18
O=C(O)C(Cc1ccccc1)NS(=O)(=O)c1ccc2c(c1)OCCO2 (stereo not given)	-1	1	0	103	0	105	0	2	9	0.0	16
CC1=C(C#N)C(=O)OC(C)(C)C1	-5	-6	0	98	-6	101	1	-11	13	0.1	26
Cc1cc(C)c2[nH]c(=O)c(C(c3nnnn3CC3CCCO3)N3CCC(C)CC3)cc2c1 (stereo not given)	-9	-8	-5	100	-8	101	28	-18	32	10	18
O=C(Nc1ccc2oc(-c3ccccc3)nc2c1)c1ccncc1	0	-1	0	109	-1	109	3	-1	16	0.2	20
O=C(COC(=O)c1ccc[n+]([O-])c1)Nc1c(Br)cc([N+](=O)[O-])cc1Br	-2	-1	-1	?	-4	102	4	-6	10	1.0	15
COc1ccc(-n2c(SCC(=O)NNC(=O)c3ccccc3C)nnc2-c2ccncc2)cc1	-3	-5	3	98	-7	99	1	-2	19	2.0	15
Cc1cc(NCc2ccccn2)ccc1Br	-3	-2	-1	109	0	106	1	0	7	0.2	19
CC(C)Cn1c(-c2csc(C(C)C)c2)n[nH]c1=S	-3	-2	-2	?	-1	101	4	-1	9	2.9	12
COCCN1C(=O)/C(=C/c2ccc(N3CCCC3)cc2C)SC1=S	3	-47	-8	122	11	108	91*	4	20	67*	49
CC(=O)c1cccc(NC(=O)Cn2nc(-c3ccccc3Cl)ccc2=O)c1	-1	-1	1	?	1	106	7	-2	11	1.8	26
COC(=O)NNC(=O)c1ccc(C(C)(C)C)cc1	-7	-4	-3	99	-5	102	1	-2	3	0.1	11
Cc1nc2ccc(NC(=O)Cc3cccs3)cc2s1	-7	-9	-1	98	-4	101	1	-3	22	0.1	13
CCNc1nc(N)c(C(=O)c2ccc(Cl)s2)s1	-1	-2	-2	101	-2	100	7	-1	10	0.7	21
NC(=O)CC[C@@H]1NC(=O)C(Cc2ccc(O)cc2)NC(=O)c2cc([N+](=O)[O-])cc(F)c2NCCC[C@@H](C(N)=O)NC1=O (stereo not given in full)	-1	-5	0	100	5	99	8	1	10	2.3	18
CC(C)C(c1nnnn1C1CCCCC1)N1CCc2ccccc21 (stereo not given)	-6	-7	-2	102	-13	101	4	-11	10	0.5	13
O=C(COC(=O)c1cc(=O)[nH]c2ccccc12)NC1CCCCCCC1	-1	-3	2	?	0	98	2	-3	11	0.2	12
CCC(C)n1c(-c2cc(OC)c(OC)c(OC)c2)nc2nc3ccccc3nc21 (stereo not given)	5	1	0	101	-5	102	28	0	7	7.1	35
CC1CCN(C(=O)CN(c2ccccc2)S(=O)(=O)N(C)C)CC1	4	0	2	101	0	101	2	-5	9	0.9	11
Cc1ccc(N2C(=O)C(Cl)=C(N3CCN(C)CC3)C2=O)c(C)c1	2	1	2	100	3	102	0	4	6	0.0	15
Cc1c(C(=O)Nc2ccncc2)sc2nc(-c3ccc(F)cc3)cn12	-9	-8	-7	94	-5	96	1	-3	24	0.4	17
O=C(Cc1ccc(F)cc1)N1CCN=C1SCc1cccc([N+](=O)[O-])c1	-1	-8	-1	103	-2	104	9	0	5	0.5	22
CCOC(=O)C1C(=O)OC2(CCOC(C)(C)C2)C1C(=O)OCC (stereo not given)	-2	-2	0	96	1	97	8	1	33	1.0	25
CN(C)C(CNC(=O)c1ccc(S(=O)(=O)NCc2ccco2)cc1)c1ccccc1 (stereo not given)	-8	-6	-8	104	-3	101	2	-10	15	0.1	13
COc1ccc(N2CCN(CCCNC(=O)Nc3ccccc3)CC2)cc1	-4	-4	-4	109	-9	103	1	-7	18	0.2	15
Cc1ccc2c(Cl)cc(Cl)c(OCC(=O)NCCc3ccccn3)c2n1	-1	-4	5	?	-5	103	15	-7	16	2.3	14
COCCNC(=O)CN1CCC(NC(=O)Nc2ccc(C(F)(F)F)cc2)CC1	-8	-8	-1	108	-9	107	2	-17	11	0.3	22
Cc1nn(-c2ccccc2)c2c1C(c1ccc(Cl)cc1)N(c1ccccc1)C(=O)N2 (stereo not given)	-2	-1	-1	99	0	103	-3	-1	2	1.6	7
COCCOC(=O)C1=C(C)OC(N)=C(C#N)C1c1ccc2c(c1)OCO2 (stereo not given)	-4	0	-1	109	0	106	0	-4	5	-0.3	7

An excerpt from above, reduced to ABCB1 block:
canonical_smiles,ABCB1 block
COCCNC(=O)CN1CCC(NC(=O)Nc2ccc(C(F)(F)F)cc2)CC1,0.3
Cc1c(C(=O)Nc2ccncc2)sc2nc(-c3ccc(F)cc3)cn12,0.4

More entries follow.
SMILES	Bcl-XL Bim block	Bcl-B Bim block	Bim-Bcl-W	RGS7-Gao reg	Bim-Bcl-2	RGS4-Gao reg	ABCG2 block	Bfl-1 Bim block	Avidin bead fluor	ABCB1 block	GSH fluor
Cc1nn(Cc2ccccc2)c(Cl)c1/C=C/C(=O)OC(C(=O)NC(N)=O)C(C)C (stereo not given)	-1	-3	2	100	0	97	2	0	25	0.9	23
CN(C)CCNC(=O)/C=N/O	-4	-4	-1	101	-2	102	4	-3	13	1.3	13
CCC(=O)NCC(=O)OCC(=O)c1ccccc1	0	-2	0	97	-8	95	0	0	23	-0.1	14
CCc1ccc(N/C(SCc2ccccc2C)=C(/C#N)C(=O)NCc2ccco2)cc1	-4	-2	-3	90	-6	93	4	-3	20	0.8	24
CCCCN(C)S(=O)(=O)c1c(C)[nH]c(=O)[nH]c1=O	-3	-3	2	99	-1	99	0	-11	11	0.0	26
CC(C)CC(=O)Nc1nc2c(c(=O)[nH]1)CCCC2	3	8	0	97	0	99	.	0	8	-1.4	31
CCOc1cc(/C=N/Nc2nc(Nc3ccccc3)nc(N3CCCCC3)n2)ccc1OCC(=O)O	-16	-5	-11	97	-3	99	-3	-4	24	-1.1	10
CC(=O)Nc1ccc2nc(NC(=O)c3cccnc3)sc2c1	0	0	0	104	-2	102	2	-5	10	0.8	8
Cc1ccc(NNC(=O)C(O)(c2cccc(C(F)(F)F)c2)c2cccc(C(F)(F)F)c2)cc1	-1	-2	-2	102	-1	100	13	0	6	2.0	24
COc1ccc(OC)c2c1CCC2=O	-4	0	-4	100	8	98	3	12	35	0.0	25
O=C(Cn1nc(C(F)F)cc1C(F)F)N/N=C/c1ccc2c(c1)OCO2	1	-1	-3	101	0	103	0	0	19	0.2	20
COc1ccccc1-n1c(CNC(=O)c2ccco2)nnc1SCC(=O)Nc1ccc(F)cc1	0	-2	0	92	-2	92	1	-1	7	0.0	26
O=S(=O)(c1ccccc1Cl)N1CCCC1c1nc(-c2ccccc2Cl)no1 (stereo not given)	-2	-4	1	97	-4	99	16	-6	16	1.1	16
O=[N+]([O-])c1cccc(N2Cc3ccccc3C2)c1	3	1	-1	95	1	102	11	3	7	0.7	10
Cc1c(NP(=O)(c2ccc(Br)cc2)c2ccc(Br)cc2)c(=O)n(-c2ccccc2)n1C	-2	-4	-5	101	-4	95	2	-7	20	0.9	9
COC(=O)CCS(=O)(=O)c1nc(-c2ccccc2)cc(C(F)(F)F)n1	-6	-4	2	112	1	105	2	-3	10	0.0	10
O=C(CSc1cccc[n+]1[O-])c1cc2ccccc2o1	1	-5	5	99	0	97	0	-1	8	-0.1	6
COc1ccc(C2=NN(Cc3c(F)cccc3Cl)C(=O)CC2)cc1	-3	-6	0	108	0	102	1	-5	4	-0.2	9
O=C(Nc1ccc(Cc2ccncc2)cc1)c1ccc(S(=O)(=O)N2CCCC2)cc1	-3	-5	-2	98	-3	99	2	-7	10	0.1	15
CCCS(=O)(=O)N1CCN(S(=O)(=O)c2ccc(F)cc2)CC1	-3	-3	4	105	-4	102	16	-14	34	1.2	20
Cc1cccn2c(=O)c(C=NCCO)c(Nc3ccc(Cl)cc3)nc12	-4	-13	-8	84	-6	95	1	-5	2	0.1	18
COc1ccc(C(=O)C2CCCN(Cc3cnc(N4CCOCC4)s3)C2)c(OC)c1 (stereo not given)	-6	-3	-2	107	0	104	-2	-2	1	-0.1	12
CCOC(=O)c1cnc(SC)nc1NCCOC	-1	0	1	89	0	93	-2	3	9	-1.0	12
C=CCn1cnc2scc(-c3ccc(CC)cc3)c2c1=O	-4	-7	0	98	-9	97	6	-11	13	0.6	35
Cc1ccc2nc(-c3ccc(N4C(=O)CC(N5CCN(CCO)CC5)C4=O)cc3)sc2c1 (stereo not given)	-4	0	-4	102	0	102	0	-3	4	-0.3	9
O=C(NCc1cccs1)C(Cc1ccccc1)NS(=O)(=O)c1cccs1 (stereo not given)	-1	0	7	99	-1	101	6	-3	38	0.3	10
O=C(c1ccc(Cl)c(Cl)c1)c1cc(-c2ccccn2)c(N2CCOCC2)s1	0	-4	-1	100	-4	98	5	2	32	3.0	13

Whole records, looked up by structure.
Shown for CCC(C)n1c(-c2cc(OC)c(OC)c(OC)c2)nc2nc3ccccc3nc21 (stereo not given) : Bcl-XL Bim block = 5; Bcl-B Bim block = 1; Bim-Bcl-W = 0; RGS7-Gao reg = 101; Bim-Bcl-2 = -5; RGS4-Gao reg = 102; ABCG2 block = 28; Bfl-1 Bim block = 0; Avidin bead fluor = 7; ABCB1 block = 7.1; GSH fluor = 35
Shown for O=C(CNC(=O)c1ccccc1)N/N=C/c1ccccc1Cl : Bcl-XL Bim block = -14; Bcl-B Bim block = -1; Bim-Bcl-W = -11; RGS7-Gao reg = 105; Bim-Bcl-2 = -4; RGS4-Gao reg = 103; ABCG2 block = 1; Bfl-1 Bim block = -3; Avidin bead fluor = 26; ABCB1 block = 0.2; GSH fluor = 9

Screening results as filed in PubChem.
